TAAR1 antagonist – human TAAR1 antagonism; CHO RD-HGA16 TAAR1, Fluo-8 calcium fluorescence, antagonist; inhibition, % at 3 µM; 360,000 compounds, 1.5% hits;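 active means inhibition above a per-plate cutoff, the mean inhibition of test compounds on that plate plus 3 SD, cut at about 49% in these data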;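 further: 0% = DMSO plus EC80 beta-PEA response and 100% = DMSO alone without agonist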
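Test system – hTAAR1-expressing CHO RD-HGA16 cells, Gα16-coupled · Also added – β-PEA at EC80 concentration, post-compound challenge · Compound – 3 µM, single point · Incubation – dye loading 75 min at 37 °C, then 30 min room temperature · Measured by – Fluo-8 intracellular calcium dye fluorescence, real-time kinetic reads · Benchmarks – vehicle and agonist controls · Replicates – singlicate, one well per test compound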
CHRM1 antagonist – antagonists of human M1 muscarinic receptor. P11229. CHO-K1 hM1, Fluo-8 calcium fluorescence, ACh EC80 antagonist. inhibition, % at 3 µM. 360,000 compounds, 1.3% hits. AID 588852;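 active means percent inhibition above its own plate's cutoff, namely the mean of that plate's compound wells plus 3 SD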;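 further: peak over basal fluorescence ratio during 140 s after agonist addition; 0% = ACh EC80 plus DMSO and 100% = DMSO alone without agonist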
Target sequence (P11229 whole entry, looked up): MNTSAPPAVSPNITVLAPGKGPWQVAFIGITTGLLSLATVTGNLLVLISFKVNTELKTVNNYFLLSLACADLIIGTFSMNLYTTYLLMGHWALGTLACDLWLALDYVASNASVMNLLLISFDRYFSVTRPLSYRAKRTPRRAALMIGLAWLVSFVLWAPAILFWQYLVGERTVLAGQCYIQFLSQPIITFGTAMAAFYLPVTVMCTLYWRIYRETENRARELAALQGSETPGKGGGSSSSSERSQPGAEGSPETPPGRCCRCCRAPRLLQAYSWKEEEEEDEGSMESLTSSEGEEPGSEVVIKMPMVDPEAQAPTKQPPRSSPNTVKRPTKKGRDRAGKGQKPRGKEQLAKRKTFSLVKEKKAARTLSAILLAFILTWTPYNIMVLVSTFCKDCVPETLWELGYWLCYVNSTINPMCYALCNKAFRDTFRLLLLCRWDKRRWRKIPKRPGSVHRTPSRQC
M1 ag parental – nonselective activator or artifact in parental CHO-K1 cells | 360,000 compounds, 0.48% hits | activation, % at 3 µM | AID 602248 | Fluo-8 calcium fluorescence; scaled to maximal ATP response, vehicle zero; in the data active means activation above about 15%;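 further: untransfected CHO-K1 host cells lacking M1 receptor as counterscreen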
CHO parental Ca – counter-screen: ATP calcium response change in parental CHO cells. parental CHO-K1, ATP-induced calcium, Fluo-8 fluorescence. inhibition, % at 5.6 µM. 330,000 compounds, 0.63% hits;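 active means inhibition above that plate's mean sample inhibition plus 3 SD, cut at about 26% in these data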;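 further: 0% = ATP-challenged DMSO wells and 100% = DMSO wells without ATP; some compounds past the cut are filed as inactive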
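Assay system: parental CHO cells; Read-out basis: percent inhibition of ATP-evoked calcium rise, normalized to controls; Benchmarks: ATP and no-ATP DMSO wells; Compound dosing: single nominal dose of 5.6 µM per compound; Signal: Fluo-8 calcium dye fluorescence; Also added: ATP as calcium-mobilizing challenge; Repeats: singlicate.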
CHRM1 agonist – human M1 muscarinic receptor agonism. CHO-K1 hM1, Fluo-8 calcium fluorescence, agonist mode; 0% DMSO, 100% acetylcholine EC100. activation, % at 3 µM. 360,000 compounds, 0.33% hits;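 active means activation above the run's mean compound activation plus 3 SD, cut at about 16% in these data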;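 further: peak over basal fluorescence ratio within a 140 s kinetic read after compound addition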
OXTR potentiate – potentiators of human oxytocin receptor. P30559. CHO-OTR cells, Fluo-8 calcium fluorescence, potentiator mode; 0% = oxytocin EC15, 100% = EC100. activation, % at 3 µM. 320,000 compounds, 0.061% hits. AID 2445;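 active means activation above that plate's cutoff, the mean activation of tested compounds plus 3 SD, cut at about 6.6% in these data, passing the limit was not always enough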;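 further: 100% uses oxytocin at 75 nM as the full agonist control; some results filed as inactive read as strong as hits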
Target sequence (P30559 whole entry, looked up): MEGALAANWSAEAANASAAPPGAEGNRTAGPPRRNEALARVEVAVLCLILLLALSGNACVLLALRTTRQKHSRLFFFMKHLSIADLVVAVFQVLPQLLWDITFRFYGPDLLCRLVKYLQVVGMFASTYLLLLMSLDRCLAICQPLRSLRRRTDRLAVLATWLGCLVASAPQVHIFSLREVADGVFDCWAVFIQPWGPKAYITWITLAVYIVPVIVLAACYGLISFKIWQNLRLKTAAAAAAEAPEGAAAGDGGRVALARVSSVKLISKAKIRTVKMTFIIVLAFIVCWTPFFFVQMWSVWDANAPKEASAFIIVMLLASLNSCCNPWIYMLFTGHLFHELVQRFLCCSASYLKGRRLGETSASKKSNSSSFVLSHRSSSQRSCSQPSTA
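assay system = CHO-OTR cells, human receptor | schedule = compound 6 min at room temperature before oxytocin, 100 s read | detection = Fluo-8 intracellular calcium fluorescence, ex 470-495, em 515-575 nm | evaluation = normalized max/min fluorescence ratio, % activation | control set = EC15 oxytocin alone as 0%, 75 nM oxytocin (EC100) as 100%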
TAAR1 ag – agonists of human TAAR1; Q96RJ0; CHO RD-HGA16 TAAR1, Fluo-8 calcium fluorescence; vehicle wells 0%, saturating PEA agonist 100%; activation, % at 3 µM; 360,000 compounds, 0.99% hits;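 active means activation above the mean activation of all test compounds in the run plus 3 SD, cut at about 38% in these data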
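Signal – calcium-sensitive Fluo-8 signal, excitation 470-495, emission 515-575 nm · System – RD-HGA16 (CHO) cells co-expressing Gα16 and hTAAR1 · Incubation – 17-24 h seeding, 75 min 37 °C dye, 30 min RT · Compound dosing – 3 µM single concentration · Repeats – no replicates (n 1)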
CHO-K1 Ca antag – M1 antagonist counterscreen hit in parental CHO-K1 cells | inhibition, % at 3 µM | 360,000 compounds, 0.6% hits | AID 602250 | ATP-induced calcium, Fluo-8 fluorescence;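 active means inhibition above a per-plate cutoff, the plate's mean sample inhibition plus 3 SD, cut at about 24% in these data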;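 further: 0% = DMSO plus EC80 ATP and 100% = DMSO alone without ATP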
M1 PAM parental – nonselective activator or artifact in parental CHO-K1 calcium assay; ATP EC20, Fluo-8 calcium fluorescence; 0% at ATP EC20, 100% at ATP max; 360,000 compounds, 0.02% hits; AID 602247; activation, % at 3 µM;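 active means activation above the run cutoff, the mean activation of all test compounds plus 3 SD, cut at about 40% in these data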;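 further: peak over basal fluorescence ratio in a 140 s read after ATP addition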
Numbers without * were called inactive; . = not tested or not shown.

SMILES	TAAR1 antagonist	CHRM1 antagonist	M1 ag parental	CHO parental Ca	CHRM1 agonist	OXTR potentiate	TAAR1 ag	CHO-K1 Ca antag	M1 PAM parental
CCN(CC(=O)Nc1c(F)cccc1F)C(=O)c1ccc(S(=O)(=O)NCc2ccco2)cc1	3	-1	1.3	-7	-1	-5	2	3	-1
COc1cccc(C2C3=C(CCCC3=O)Nc3nc(-c4cc(OC)c(OC)c(OC)c4)nn32)c1 (stereo not drawn)	4	4	0.2	-5	-6	4	2	1	-3
NC(=O)c1ccc(NC(=O)CN2CCN(S(=O)(=O)c3ccc4c(c3)OCCO4)CC2)cc1	-8	-6	-0.3	-6	-5	-1	0	-13	3
COC(=O)c1ccccc1S(=O)(=O)N1CCC(C(=O)OC(C)C(=O)Nc2ccccc2OC)CC1 (stereo not drawn)	39	-7	5.2	-23	8	-12	16	-26	17
N#Cc1cccc(NC(=O)CN2C(=O)NC(Cc3ccccc3)C2=O)c1 (stereo not drawn)	-16	-21	0.2	-7	0	0	6	-16	12
CN(Cc1ccc(C(C)(C)C)cc1)C(=O)c1ccc2c(c1)OCO2	4	-4	1.5	.	-1	.	-1	-1	-9
CN(C)c1nc(C(=O)NN)nc(N(C)C)n1	-2	8	0.7	-11	-3	0	6	10	-13
O=C(/C=C/c1ccc([N+](=O)[O-])o1)NNC(=O)c1ccc(F)cc1	-14	-11	1.0	-5	-3	3	11	-4	7
C=C[C@@](C)(O)CC[C@@H]1[C@@]2(C)CCCC(C)(C)[C@@H]2CC[C@@]1(C)O	-36	-4	-0.4	-9	13	-4	1	2	8
O=C(NCc1n[nH]c(=S)n1-c1cccc(Cl)c1)c1ccc(S(=O)(=O)N2CCCC2)cc1	11	10	-0.2	-3	-8	1	11	-6	2
CN(C)N1C(N)=C(C#N)C(c2cccnc2)C2=C1CCCC2=O (stereo not drawn)	15	-13	0.7	1	-5	-1	2	-13	29
CCOc1ccc(C(=O)OC(C)CN2CCCCC2)cc1 (stereo not drawn)	0	-7	-0.2	-2	-8	-5	-1	8	-11
COc1cc(C(=O)N2CCCCC2c2cc(C(=O)Nc3ccccc3Cl)no2)cc(OC)c1C (stereo not drawn)	-3	-11	0.2	.	-2	.	1	-8	24
Cc1ccccc1-c1n[nH]nc1C1=CC(=O)CC(C)(C)C1	-2	-21	1.0	.	-4	.	1	-16	31
CCCCOCCCNC(=O)Cc1cccs1	-4	-5	-0.2	0	-4	-5	8	-8	6
COC(=O)c1ccccc1NC(=O)CSc1nnc(-c2cccc(NC(C)=O)c2)n1C	-8	-11	0.1	-27	-4	-7	10	-8	16
CCN1CCOC(CC(=O)Nc2ccc([N+](=O)[O-])cc2)C1=O (stereo not drawn)	-13	-10	-0.3	-7	0	-1	2	-4	5
CC1CN(C(=O)c2cc(-c3ccc(Cl)s3)nc3ccccc23)CC(C)O1 (stereo not drawn)	11	-14	-0.4	-24	-1	-8	-1	-11	18
Cc1ccc2nc(-c3ccc(SCC(=O)N4CCc5ccccc54)nc3)[nH]c2c1	34	11	3.9	-14	-11	-11	1	-4	15
CN(C)c1cc(C(=O)N(C)c2ccccc2)ncn1	-12	9	0.3	.	-2	.	2	7	-14
CC1=NN(C(N)=S)C(=O)C1N=Nc1c(C)n(C)n(-c2ccccc2)c1=O (stereo not drawn)	-23	-17	1.6	10	-2	-4	3	-8	20
O=C(NC1CCN(Cc2ccccc2)CC1)c1ccc2c(c1)OCCCO2	-12	-4	0.1	-4	-7	-4	2	10	-1
O=C(Cn1cncn1)c1ccc(F)cc1F	6	-12	-0.2	-2	-4	-6	5	-4	4
CN(C)CCC1(C2=CCCC2)CC/C(=C/c2ccc(Cl)cc2)C1=O (stereo not drawn)	-6	10	2.9	.	-5	.	16	-4	11
COc1ccc(CCNC(=O)CCNC(=O)N2CC(=O)Nc3ccccc32)cc1	-20	-7	3.1	-3	-5	0	14	3	10
CNC1(C(N)=O)CCN(Cc2ccccc2)CC1	-17	-6	2.4	.	-6	.	2	-9	13
CCCC[n+]1ccn(-c2nc3ccccc3nc2[N-]S(=O)(=O)c2ccc(Cl)cc2)c1	-8	-8	0.4	-11	0	-9	10	0	7
O=C(NCCCN=C1NS(=O)(=O)c2ccccc21)c1ccc(S(=O)(=O)N2CCOCC2)cc1	.	13	0.2	-2	-7	-4	.	9	-10
COc1ccc(NC(=O)CN(C)CC(=O)Nc2ccc(C)c(S(=O)(=O)N3CCCCC3)c2)cc1	-2	-2	2.2	-43	-3	-9	8	-11	8
O=C(Nc1ccc(Br)cc1)N1CCCC(O)C1 (stereo not drawn)	-3	-7	0.1	-5	-8	-11	3	-7	23
Cc1ccc(-n2c(C)nc3c(cnn3-c3ccc(C)c(C)c3)c2=O)cc1C	19	10	2.1	-18	-5	-6	-1	-6	19
Cc1cc(=O)c(C(=O)O)cn1-c1ccc(C(C)C)cc1	-2	11	-0.2	-1	2	-4	2	-2	1
O=C(NCCN1CCOCC1)c1ccc(NC(=O)C2COc3ccccc3O2)cc1 (stereo not drawn)	-2	-3	2.1	-4	-7	-7	3	-20	18
Cc1nc(CCNC(=O)Cc2ccc(Cl)cc2)cs1	0	8	0.5	0	-4	-4	0	5	1
O=C(O)C1CCC(=O)N1C(=O)OCc1ccccc1 (stereo not drawn)	-7	-13	0.7	0	-5	0	7	-7	2
CC(=O)c1cc(C#N)c(Oc2ccc(Cl)cc2Cl)nc1C	5	-13	0.6	-21	-5	-9	6	-20	18
CC(C)(C#N)Nc1ccccc1	-16	-21	-0.1	-12	0	-4	5	5	-15
CCNc1nc(ON=C(C)C)nc(N(C)C)n1	0	2	0.3	-6	-4	4	2	-1	13
CCOC(=O)Nc1ccc2c(CN(C)Cc3ccc(F)cc3)cc(=O)oc2c1	14	-16	0.0	-10	-2	-8	-2	-4	-2
O=C(Nc1ccc(S(=O)(=O)Nc2ncccn2)cc1)c1ccccc1Br	-10	1	0.9	0	-2	-14	3	-4	7
CCN(CC)c1ccc2cc(-c3nnc(-c4ccncc4)o3)c(=O)oc2c1	23	8	19*	.	22*	.	40*	5	16
CCN(CC)S(=O)(=O)c1ccc(C(=O)N(c2ccccc2)C2C=CS(=O)(=O)C2)cc1 (stereo not drawn)	3	24	0.6	-19	-3	-8	3	-10	0
COc1cc(NC(=O)COC(=O)c2cc(S(=O)(=O)N3CCCCC3)ccc2Cl)c(C)cc1[N+](=O)[O-]	-12	7	2.0	-19	-3	-12	0	5	15
Cc1ccccc1N1C(S)=C(C#N)C(=O)NC1c1ccco1 (stereo not drawn)	12	-4	0.2	-12	0	-5	2	-4	12
CCCn1c(SCc2cc(=O)[nH]c3ccccc23)nc2c1c(=O)n(C)c(=O)n2C	-2	-5	-0.2	-2	-5	4	2	1	16
CC(=O)c1cccc(NC(=O)CCS(=O)(=O)c2cccc3nonc23)c1	0	4	1.1	-3	-3	-5	6	-4	10
CC(=O)c1ccc(NC(=O)C2CCCN(C(=O)c3ccc(Cl)cc3)C2)cc1 (stereo not drawn)	21	-9	1.1	-13	-8	-11	3	-9	17
CCC(C)(C)NC(=O)c1cc(OC)c(OC)cc1[N+](=O)[O-]	-1	-10	0.1	5	-2	-13	1	-10	18
Cc1cc(S(=O)(=O)N2CCCC2C(=O)N2CCOCC2)c(C)cc1Cl (stereo not drawn)	10	9	0.3	5	-2	-1	-1	-3	0
CS(=O)(=O)c1ccc2nc(NC(=O)c3ccccc3)sc2c1	25	-13	3.4	-14	-5	-9	8	-12	22
More structures.
SMILES	TAAR1 antagonist	CHRM1 antagonist	M1 ag parental	CHO parental Ca	CHRM1 agonist	OXTR potentiate	TAAR1 ag	CHO-K1 Ca antag	M1 PAM parental
O=[N+]([O-])c1ccc(Cl)c(S(=O)(=O)Nc2cccc(-c3ccc(N4CCOCC4)nn3)c2)c1	-2	-14	0.6	-19	-6	-2	1	-2	7
Cn1nnnc1SCSc1nnnn1C	-20	-9	-0.2	2	-5	-23	7	-6	11
COc1ccc(NC(=O)c2cc(S(=O)(=O)NCC3COc4ccccc4O3)ccc2F)cc1 (stereo not drawn)	18	10	3.8	-15	-2	-9	3	-6	18
CC(C)CCN1C(=O)c2ccc(C(=O)Nc3c[nH]c(=O)[nH]c3=O)cc2C1=O	-2	-3	-0.2	-11	-4	-12	3	-5	1
Cn1nc(C(=O)Nc2ccc(S(=O)(=O)NCc3ccco3)cc2)c2ccccc2c1=O	46	.	.	-8	.	-15	16	.	.
CCOC(=O)/C(C#N)=C1/C=CN(C)C(C)=N1	-2	-2	0.5	1	-3	6	11	-13	8
CC1Cc2ccccc2N1C(=O)C1CCCN1S(=O)(=O)c1ccc(Cl)cc1 (stereo not drawn)	2	1	-0.3	-13	1	8	-1	-6	-12
O=C(N/N=C/c1cccnc1)c1ccc(S(=O)(=O)N2CCCCCC2)cc1	-29	-2	0.9	-12	-3	-4	2	-7	0
COc1ccc(N2CCCC2)c(NC(=O)c2ccc([N+](=O)[O-])o2)c1	-18	-4	0.5	-16	-8	-5	2	-15	18
O=C(NN1C(=O)NC2(CCCCC2)C1=O)c1cc2ccccc2o1	-10	-6	0.1	-5	-2	-2	14	-17	17
O=C(C1CC1c1ccccc1)N1CCN(c2cccc(Cl)c2)CC1 (stereo not drawn)	-16	-8	1.3	.	-1	.	3	-16	20
O=C1CCC(C(=O)OCC(=O)N2N=C3/C(=C/c4ccccc4)CCCC3C2c2ccccc2)N1 (stereo not drawn)	-1	20	-0.1	-32	-7	-12	6	8	-1
CCN(c1ccccc1)S(=O)(=O)c1ccc(C(=O)Nc2ncccc2O)cc1	-10	1	0.4	-18	-3	1	-1	20	-10
CCOC(=O)C1CCN(C(=O)COC(=O)CSc2ccc([N+](=O)[O-])cc2)CC1	10	1	0.1	1	-1	-6	0	19	-22
Cc1onc(-c2ccccc2Cl)c1C(=O)Nc1nnc(-c2ccc(F)cc2)s1	-1	3	2.1	-8	-3	-4	0	7	-2
CC(C)C[C@@H]1COc2cccc(N3CCC[C@@H]3CO)c2S(=O)(=O)N1	5	.	5.6	.	.	.	23	-14	16

Assay outcomes: PubChem BioAssay, The Scripps Research Institute Molecular Screening Center

Rows are unselected. Share with any hit: about 4.2%.
